Screening results from PubChem BioAssay.
NPY-Y1 PAM-ag – potentiators or agonists of human neuropeptide Y receptor Y1 | P25929 | NPY-Y1 expressing cells, potentiator/agonist activation | activation, % at 3.6 µM | actives 0.37% (n = 220,000); in the data active = activation above about 33%, passing the limit was not always enough;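 also: cells stimulated with NPY at EC10 then isoproterenol at EC100; 0% = low agonist plus stimulus and 100% = saturating agonist plus stimulus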
Target sequence (P25929 whole entry, looked up): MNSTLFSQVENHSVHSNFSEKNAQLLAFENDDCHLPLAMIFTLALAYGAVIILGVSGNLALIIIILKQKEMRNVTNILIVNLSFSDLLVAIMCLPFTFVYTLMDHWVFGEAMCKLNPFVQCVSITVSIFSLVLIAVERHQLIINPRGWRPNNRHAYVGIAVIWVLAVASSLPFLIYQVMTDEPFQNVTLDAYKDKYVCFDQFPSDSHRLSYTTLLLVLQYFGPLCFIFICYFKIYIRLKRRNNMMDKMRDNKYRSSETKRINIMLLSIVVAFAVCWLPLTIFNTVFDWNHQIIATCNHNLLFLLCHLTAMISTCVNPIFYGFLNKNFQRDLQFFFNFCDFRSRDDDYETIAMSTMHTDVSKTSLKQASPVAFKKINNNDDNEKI
BaF3 parental – reduces parental Ba/F3 cell viability, JAK2V617F counter-screen; CellTiter-Glo ATP luminescence; inhibition, % at 5.6 µM; actives 1.1% (n = 220,000); AID 1486;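 active = inhibition above a per-campaign cutoff, the mean inhibition of all tested compounds plus 3 SD, cut at about 27% in these data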;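 also: 0% = DMSO wells and 100% = JAK Inhibitor I control wells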
S1P4 antag – antagonists of human S1P4 receptor; O95977; S1P4-expressing cells, antagonist mode, reporter read-out; inhibition, % at 4.98 µM; actives 0.26% (n = 220,000); in the data active = inhibition above about 29%;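 also: 0% = wells stimulated with agonist and 100% = vehicle wells without agonist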
Target sequence (O95977 whole entry, looked up): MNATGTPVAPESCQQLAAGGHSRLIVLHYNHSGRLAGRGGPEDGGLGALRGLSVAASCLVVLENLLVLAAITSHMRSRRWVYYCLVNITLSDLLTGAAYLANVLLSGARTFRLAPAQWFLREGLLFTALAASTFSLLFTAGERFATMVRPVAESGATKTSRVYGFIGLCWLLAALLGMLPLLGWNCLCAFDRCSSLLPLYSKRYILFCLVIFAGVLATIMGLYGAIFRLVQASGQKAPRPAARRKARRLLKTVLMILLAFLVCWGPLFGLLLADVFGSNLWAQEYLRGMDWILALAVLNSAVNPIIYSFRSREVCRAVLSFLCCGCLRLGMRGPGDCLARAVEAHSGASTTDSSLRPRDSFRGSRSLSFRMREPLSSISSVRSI
NPY-Y2 PAM-ag – potentiates or activates human NPY-Y2 receptor; P49146; cells expressing NPY-Y2, potentiator/agonist read-out; activation, % at 3.6 µM; actives 0.45% (n = 220,000); AID 1359; in the data active = activation above about 27%;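 also: cells stimulated with NPY near EC25 plus isoproterenol at EC100; 0% = vehicle plus submaximal agonist and 100% = vehicle plus saturating agonist; some results beyond the cut were filed as inactive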
NPY Y1 blocker – antagonists of human neuropeptide Y receptor Y1. HEK293-CNG Y1 cells, membrane potential fluorescence; NPY at EC95, then isoproterenol. P25929. AID 1040. actives 1% (n = 200,000). inhibition, % at 3.6 µM;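 active = inhibition above the campaign mean inhibition of all tested compounds plus 3 SD, cut at about 20% in these data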;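 also: 0% = DMSO wells given NPY plus isoproterenol and 100% = isoproterenol alone without NPY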
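Material: HEK293 cells with Y1 receptor plus CNG channel; times: compound incubation 1 h at room temperature, readout 45 min post-stimulation; signal: fluorescence, membrane potential probe; read-out basis: fluorescence ratio normalized to % inhibition between controls; benchmarks: full-block control isoproterenol-only wells, zero-block control NPY plus isoproterenol wells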
Ba/F3 V617F tox – loss of viability in JAK2V617F-driven Ba/F3 cells | Ba/F3 EpoR-JAK2V617F viability, ATP luminescence | inhibition, % at 5.6 µM | actives 1.1% (n = 220,000) | AID 1446;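 active = inhibition above the campaign mean plus 3 SD over all tested compounds, cut at about 24% in these data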;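 also: cytokine-independent growth of Ba/F3 cells driven by EpoR plus mutant JAK2; 0% = DMSO-treated cells and 100% = JAK inhibitor I control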
Runt-CBFb FRET – Runt domain-CBFb interaction inhibition. Q01196+Q13951. Cerulean-Runt/Venus-CBFb FRET ratio 530/480, 1 h. inhibition, % at 20 µM. actives 0.46% (n = 220,000);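 active = inhibition over about 50% at 20 µM in the single-dose screen, limit read from the data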;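 also: 0% = DMSO wells and 100% = excess unlabeled CBFb competitor control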
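Buffer or medium: Tris pH 7.5 buffer with BSA. Assay system: Cerulean-labeled Runt domain protein. Amount: each fluorescent fusion protein 100 nM. Read-out basis: loss of energy transfer signal. Incubation: 1 h compound exposure, room temperature. Probe or stimulus: Venus-CBFb binding partner, 100 nM. Detection: FRET, excitation 422 nm, emission at 530 and 480 nm.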
RBBP9 inh – human RBBP9 hydrolase inhibition; actives 0.2% (n = 220,000); AID 1515; inhibition, % at 7.94 µM; recombinant RBBP9, FP-Rh probe fluorescence polarization;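 active = inhibition above the campaign mean of all tested compounds plus 3 SD, cut at about 14% in these data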;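 also: plate controls were DMSO wells with RBBP9 for no effect and wells lacking RBBP9 protein for full effect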
Target sequence (O75884 whole entry, looked up): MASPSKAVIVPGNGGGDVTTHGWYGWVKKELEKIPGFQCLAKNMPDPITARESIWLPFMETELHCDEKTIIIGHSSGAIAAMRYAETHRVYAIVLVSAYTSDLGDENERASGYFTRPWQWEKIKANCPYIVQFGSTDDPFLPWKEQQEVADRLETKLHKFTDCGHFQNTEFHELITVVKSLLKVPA
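Material: RBBP9 protein. Amount: RBBP9 at 2.5 µM in dispensed solution, before mixing. Schedule: 30 min then 45 min, 25 °C. Medium: Tris buffer pH 8.0, NaCl, Pluronic. Measured by: fluorescence polarization. Measure: percent inhibition from mP, scaled between DMSO and no-protein wells. Replication: one well per compound.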
S1P4 ag – human S1P4 receptor agonism. O95977. S1P4-expressing cell line, agonist reporter assay. activation, % at 4.98 µM. actives 0.35% (n = 220,000); in the data active = activation above about 11%;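 also: 0% = DMSO vehicle and 100% = reference agonist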
An asterisk follows results filed as active; / = not tested or not shown. Hits appear at their usual frequency, and some 3.6% of all compounds hit somewhere here.

nr	SMILES	NPY-Y1 PAM-ag	S1P4 ag	NPY-Y2 PAM-ag	S1P4 antag	NPY Y1 blocker	Runt-CBFb FRET	BaF3 parental	RBBP9 inh	Ba/F3 V617F tox
1	Cc1cc(=O)oc2c(CN3CCN(C)CC3)c(O)c(Cl)cc12	19	3.0	11	-8	2	97*	3	-11	-2
2	N#C/C(=C(\O)CCl)c1nnc2n1CCCCC2	23	1.2	0	8	1	2	6	-1	1
3	CCN(CC)C(=O)c1cc(Cl)ccn1	10	-3.1	-2	-6	0	11	-3	-3	-6
4	COc1ccc(-c2cn3c(C)c(C(=O)NCCN4CCOCC4)sc3n2)cc1	-8	1.0	-30	-21	1	-2	3	-11	4
5	O=C(O)CCCC(=O)N1CCc2cc(S(=O)(=O)NCc3ccc(F)cc3)ccc21	-5	-2.1	6	-4	5	-2	5	-10	2
6	Cc1nc2nc[nH]c2cc1Br	-9	0.5	-11	-9	5	0	7	0	0
7	CCOC(=O)CNC(=O)Cc1ccc(OC)cc1	4	0.2	6	-2	/	0	1	-10	0
8	O=C(Nc1cccc(-c2nc3cccnc3s2)c1)c1ccco1	-15	0.4	4	4	4	0	2	-6	0
9	O=C(NCCC1=CCCCC1)C1CCC(CNS(=O)(=O)c2ccccc2)CC1 (centres undefined)	10	-1.9	-3	3	-1	-2	4	-8	5
10	CCOc1ccc(N(CC(=O)NC2CCCC2)S(=O)(=O)c2c(C)noc2C)cc1	-20	0.9	3	-17	4	0	7	-9	-1
11	CNC(=S)N1N=C(c2ccccc2)CC1c1ccc(Br)cc1 (centres undefined)	-3	0.6	5	-9	15	3	1	-15	-2
12	COC(=O)Cc1cc(=O)oc2cc(OC)ccc12	4	-0.5	-1	6	3	1	-1	1	-4
13	CCOC(=O)Cn1c(C)c(Br)c(=O)c2cccc(C)c21	-4	0.9	-2	3	16	-1	5	-2	-4
14	CCN(Cc1ccccc1)C(=O)C1CCN(C/C(C)=C/c2ccccc2)CC1	-20	1.3	-10	1	8	-4	7	-3	-3
15	S=C(Nc1ccccc1)N1CCN(C/C=C/c2ccccc2)CC1	3	0.0	10	2	1	1	10	-11	3
16	O=[N+]([O-])c1ccc(C[n+]2ccc(Cc3ccccc3)cc2)cc1	-4	1.8	-4	-9	16	0	37*	-9	13
17	Cc1ccc(Cn2cccc(-c3nc4ccccc4s3)c2=O)cc1	6	3.9	5	-14	-2	50	6	-7	3
18	CC(=O)c1cc(NC(=O)c2cccc(C(F)(F)F)c2)c(=O)oc1/C=C/N(C)C	-4	-1.1	0	-22	1	-25	1	-6	-6
19	O=C(Cn1nnc2ccccc2c1=O)NCc1ccc(Cl)cc1	-6	-1.8	-2	1	5	-1	9	-7	0
20	COc1ccc(/C(C)=N/OC/C(O)=C(\C#N)c2nc3ccccc3[nH]2)cc1OC	-1	-1.1	-10	-15	3	0	7	-13	0
21	CCCCNC(=S)N(C)/N=C/c1ccc(OCc2ccc(C(=O)OC)cc2)c(OC)c1	-19	0.4	11	-15	6	-1	-1	-7	-4
22	O=C(Nc1ccccc1)OCc1cncs1	5	-0.5	-15	9	5	0	3	1	1
23	Cc1ccc2cc(C3CC(c4ccco4)=NN3S(=O)(=O)c3ccccc3)c(Cl)nc2c1 (centres undefined)	-4	4.1	2	2	2	-2	4	-4	2
24	O=C(CC(c1ccco1)C1CCCCC1=O)c1ccco1 (centres undefined)	17	-0.4	9	-3	-3	4	-3	7	-4
25	CCCN(CCC)CCCNC(=O)C(NS(=O)(=O)c1ccc2c(c1)CCC(=O)N2)c1ccccc1 (centres undefined)	6	2.0	6	7	0	-2	3	-6	-3
26	CCOC(=O)CN(C(=O)CSc1nnc2c(n1)[nH]c1ccc(F)cc12)c1ccccc1	-5	0.3	0	-4	7	-5	5	-6	2
27	COc1ccc(-c2c(C)n([O-])c3c([n+]2=O)CCC3)cc1OC	-11	0.9	6	-1	5	1	6	4	0
28	Cn1c(NNC(=O)C2CCCCC2)cc(=O)n(C)c1=O	9	0.9	1	11	-3	19	1	-3	-4
29	O=C1NC2(CCCCC2)C(=O)N1Cc1cccc(C(F)(F)F)c1	-14	0.3	0	-21	3	/	2	-12	1
30	Cc1ccc(NC(=O)C(C)OC(=O)c2ccc(NS(=O)(=O)c3ccc(F)c(F)c3)cc2)cc1 (centres undefined)	9	0.4	21	1	1	-1	0	-7	-2
31	COc1cccc(CNC(=O)CCc2nnc(C3CCCCC3)o2)c1	-18	2.2	-11	10	5	1	5	1	2
32	CC(=O)C1C(=O)CC(C)(O)C(C(C)=O)C1c1ccc(N(C)C)cc1 (centres undefined)	-24	0.3	-12	4	7	5	2	1	5
33	COc1ccc(C2c3sc(=O)[nH]c3SC3C4CCC(C4)C23)cc1 (centres undefined)	17	3.8	13	-3	-4	14	2	-9	-3
34	Cc1cc(NC(=O)CSc2nc3c(cc2C#N)CCCC3)no1	-6	0.5	2	-6	2	-3	8	-3	3
35	COc1ccccc1NC(=O)Nc1ccc(Cl)c(S(=O)(=O)Nc2ccccc2OC)c1	24	-0.6	9	-6	-2	2	7	-41	0
36	O=C(Cn1c(=O)sc2ccccc21)NCCOc1ccccc1F	25	-0.6	-1	-3	5	-1	1	3	-3
37	O=c1cccccc1NN=C1CCCCCC1	26	1.4	4	-12	/	23	-4	-7	-1
38	O=C(Cn1nc(-c2ccccc2)c2ccccc2c1=O)Nc1ccc2c(c1)nc1n2CCOC1	14	-1.8	-6	5	-4	2	0	2	-2
39	CCCCCn1c(SCC(=O)OCC)nc2cc(C(=O)NCc3ccco3)ccc2c1=O	-9	0.8	3	-9	-3	-4	2	0	-5
40	COc1ccc(C2OC(=O)CC2C(=O)NC2CCCCCC2)cc1OC (centres undefined)	4	-2.5	16	-5	0	-1	-1	-6	-3

Only RBBP9 inh, for two of the compounds above:
no.	SMILES	RBBP9 inh
33	COc1ccc(C2c3sc(=O)[nH]c3SC3C4CCC(C4)C23)cc1 (centres undefined)	-9
34	Cc1cc(NC(=O)CSc2nc3c(cc2C#N)CCCC3)no1	-3

(more compounds)
nr	SMILES	NPY-Y1 PAM-ag	S1P4 ag	NPY-Y2 PAM-ag	S1P4 antag	NPY Y1 blocker	Runt-CBFb FRET	BaF3 parental	RBBP9 inh	Ba/F3 V617F tox
41	CC(C)N(CCn1c(=S)[nH]c2ccccc2c1=O)C(C)C	7	3.2	-3	-8	8	0	4	14	-4
42	COc1ccc(-c2cnnc(N/N=C/c3c(C)nn(-c4ccccc4)c3Cl)n2)cc1	3	-0.1	-1	-20	-2	1	5	-10	5
43	Cc1ccc(NC(=O)/C(=C\c2ccc([N+](=O)[O-])cc2)NC(=O)c2ccccc2)cc1	28	3.1	-1	7	3	-3	4	-5	1
44	CCOc1ccc(N2CC(C(=O)Nc3ccccc3OC)CC2=O)cc1 (centres undefined)	-13	1.7	-14	-21	3	/	6	-3	3
45	Cc1ccc2nc(NC(=O)CSc3nc4ccccc4o3)sc2c1	-16	1.8	-10	-17	4	2	4	1	-1
46	N#Cc1c(SCC(=O)N2CCOCC2)nsc1SCC(=O)N1CCOCC1	-11	0.7	-7	-5	-5	-3	4	5	-1
47	CN1C(=O)c2ccc(N3CCCC3)cc2C1=O	9	10	-18	9	3	-36	10	-8	2
48	O=C(CCc1nnc(CCc2ccccc2)o1)NC(c1cccnc1)C(F)(F)F (centres undefined)	12	-0.9	-7	3	/	0	2	-2	-3
49	Cn1c(CCN2CCCCCC2)nc2cc(NC(=O)Nc3ccccc3)ccc21	16	-1.4	9	27	-17	1	8	0	77*
50	CC(=O)c1ccc(-n2nnnc2SCC(=O)Nc2sc(C)c(C)c2C#N)cc1	-25	-0.5	-7	-16	-2	3	6	-1	2
51	COc1ccc2nccc(C(N)=O)c2c1	16	1.0	3	8	/	-1	-1	7	-4
52	Cc1cccc(-n2nc3c(c2NC(=O)c2ccc(S(=O)(=O)N4CCOCC4)cc2)CSC3)c1C	-5	2.1	7	-7	-3	0	6	-11	-1
53	CCCCN(CC)CCNc1c(N2CCN(C(=O)OCC)CC2)c(=O)c1=O	10	1.8	-3	-5	6	-1	11	0	1
54	O=C1C2C3C=CC(C3=C(c3ccccc3)c3ccccc3)C2C(=O)N1Cc1ccccc1 (centres undefined)	-27	0.1	-26	2	11	4	5	-5	-1
55	COc1cccc(Nc2nnc(SCc3nc4ccccc4s3)s2)c1	-11	7.6	-22	-9	9	2	6	8	0
56	CCc1nc2cc([N+](=O)[O-])c([N+](=O)[O-])cc2[nH]1	2	0.9	5	-3	3	-3	4	-7	0
57	CC(C)(C)c1ccc(C(CC(=O)O)NC(=O)CSc2ccccc2)cc1 (centres undefined)	-8	-0.8	-5	-4	3	-4	-1	-2	-3

Of the compounds above, these have fluorine.
nr	SMILES	NPY-Y1 PAM-ag	S1P4 ag	NPY-Y2 PAM-ag	S1P4 antag	NPY Y1 blocker	Runt-CBFb FRET	BaF3 parental	RBBP9 inh	Ba/F3 V617F tox
5	O=C(O)CCCC(=O)N1CCc2cc(S(=O)(=O)NCc3ccc(F)cc3)ccc21	-5	-2.1	6	-4	5	-2	5	-10	2
18	CC(=O)c1cc(NC(=O)c2cccc(C(F)(F)F)c2)c(=O)oc1/C=C/N(C)C	-4	-1.1	0	-22	1	-25	1	-6	-6
26	CCOC(=O)CN(C(=O)CSc1nnc2c(n1)[nH]c1ccc(F)cc12)c1ccccc1	-5	0.3	0	-4	7	-5	5	-6	2
29	O=C1NC2(CCCCC2)C(=O)N1Cc1cccc(C(F)(F)F)c1	-14	0.3	0	-21	3	/	2	-12	1
30	Cc1ccc(NC(=O)C(C)OC(=O)c2ccc(NS(=O)(=O)c3ccc(F)c(F)c3)cc2)cc1 (centres undefined)	9	0.4	21	1	1	-1	0	-7	-2
36	O=C(Cn1c(=O)sc2ccccc21)NCCOc1ccccc1F	25	-0.6	-1	-3	5	-1	1	3	-3
48	O=C(CCc1nnc(CCc2ccccc2)o1)NC(c1cccnc1)C(F)(F)F (centres undefined)	12	-0.9	-7	3	/	0	2	-2	-3
